High-throughput results deposited in PubChem BioAssay by Sanford-Burnham Center for Chemical Genomics.
TAG inh: triacylglycerol accumulation inhibition | H9c2 cells, Nile Red lipid (TAG) fluorescence; cells loaded with 200 µM oleic acid | inhibition, % at 12.5 µM | actives 0.66% (n = 230,000) | AID 651582;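 active = pattern-corrected inhibition of lipid staining of at least 50% with the nuclear-stain viability signal not falling by more than 50%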;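 note: 0% = DMSO wells and 100% = triacsin C control wells; some results filed as inactive read as strong as hits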
TAG inh DAPI viability: further read-out of TAG inh, marked with its call; DAPI nuclei signal change (viability), lower = more cytotoxic, %;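 whole-well DAPI fluorescence read on a plate reader as a viability signal; minus 50 percent equals half of cells still viable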
The depositor's hits bear a star. The list is partial; rates above refer to the full screens.

Results follow in this order: TAG inh | TAG inh DAPI viability
> C#CCOCCOCCOCCNc1nc(N2CCN(C(=O)CCCCCCCCCCNC(=O)[C@H](CCCCN)n3cc(C[C@@H](C)CC)nn3)CC2)nc(N2CCN(C(=O)CCCCCCCCCCNC(=O)[C@@H]([C@H](C)O)n3cc(C)nn3)CC2)n1
 : 49 | -13
> O=C(OCc1cn(Cc2ccccc2)nn1)c1ccccc1
 : 23 | -3
> CCOc1cc(C(=O)N/N=C/c2cn(-c3ccccc3)nc2-c2cc3ccccc3o2)cc(OCC)c1OCC
 : 59* | -3.6*
> Cc1ccccc1NC(=S)NC(=O)c1cc(-c2ccccc2)nc2ccccc12
 : -1 | -1
> CCN(CC(=O)Nc1ccc2c(c1)OCCO2)C(=O)/C=C/c1cc(Br)ccc1OC
 : -12 | 11
> CCCNC(=O)C1(C)CCN(C(=O)c2ccc3ccccc3c2)C1 (stereo not given)
 : 5 | -7
> Clc1cccc(Cl)c1COc1ccccn1
 : 17 | -1
> COc1cc(C(=O)NCCCN2CCCC2=O)ccc1OCc1ccc(Cl)cc1Cl
 : 5 | -2
> O=C(CN1CCN(c2ccccn2)CC1)Nc1ccccc1C(=O)Nc1ccccc1
 : -6 | -2
> CC(=O)OC1OCCOC1NC(=S)NCc1ccco1 (stereo not given)
 : 22 | -11
> CCCC(=O)Nc1sc2c(c1C(=O)Nc1ccccn1)CCCC2
 : 20 | -6
> O/N=C/c1cc(Br)ccc1OCc1ccc(F)cc1
 : -7 | 4
> Cc1ccccc1NC(=O)c1nc(S(C)(=O)=O)ncc1Cl
 : 68* | -48*
> COc1ccc(NC(=O)c2cc(=O)[nH]c3ccccc23)cc1S(=O)(=O)N1CCOCC1
 : -10 | 0
> Cc1ccccc1-n1nc(-c2cccnc2)cc1C(=O)NN
 : 20 | -3
> C/C(=C\C(=O)c1ccc(C)cc1)NCc1ccc(F)cc1
 : -11 | -10
> CC1(C)CC(n2c(=S)[nH]c3ccccc3c2=O)CCO1 (stereo not given)
 : -21 | 4
> NS(=O)(=O)c1cc(Cl)c(NC(=O)COC(=O)c2ccccn2)c(Cl)c1
 : -21 | 5
> CCCN(C(=O)CSc1ccccc1C(=O)O)C1CCS(=O)(=O)C1 (stereo not given)
 : -9 | 0
> OCCC1CN(Cc2cccn2-c2cccnc2)CCN1C1CCCCC1 (stereo not given)
 : -9 | -4
> Cc1ccc(S(=O)(=O)Nc2ccc(C(=O)NCCCN3CCOCC3)cc2)cc1[N+](=O)[O-]
 : -5 | 5
> CCc1nc2c(OCCc3cccc(OC)c3)cccn2c1N(C)C(=O)c1ccc(C)cc1
 : 1 | -7
> COc1ccc(-n2cnnc2SCC(=O)NC2CC2)cc1
 : 13 | -10
> NS(=O)(=O)c1ccccc1
 : -9 | 8
> CN(C)C(=S)Nc1ccc(S(=O)(=O)N2CCCCC2)cc1
 : -2 | -2
> Cc1ccccc1C(=O)Nc1nnc(SCC(=O)NCc2ccco2)s1
 : 16 | 4
> CCOC(=O)[C@H]1[C@H]2COc3ccc(Cl)cc3[C@@H]2N2C(=O)CN(Cc3ccco3)C(=O)[C@@]12C
 : 0 | -2
> CCCC1NC(=O)c2cccnc2-n2c1nc1ccc(C)cc1c2=O (stereo not given)
 : 8 | 4
> CCc1cccc(NC(=O)COc2ccccc2)c1
 : -10 | 7
> CN1/C(=C/C=C/c2n(C)c3cc([N+](=O)[O-])c([N+](=O)[O-])cc3[n+]2C)C(C)(C)c2ccccc21
 : -42 | 11
> Cc1ccccc1C(=O)NC1CCN(CC(=O)Nc2ccc3c(c2)OCCO3)CC1
 : 5 | -2
> C/C(=N/OCC(=O)Nc1ccccc1)c1cccs1
 : -9 | 2
> COc1cc(C2C(C#N)=C(N)OC3=C2C(=O)CC(C)(C)C3)cc([N+](=O)[O-])c1O (stereo not given)
 : 15 | -15
> Cc1ccc(NC(=O)Cn2nc(C)c([N+](=O)[O-])c2C)cc1C
 : -5 | -1
> COc1ccc(-c2ccoc2)cc1[C@H]1[C@H]2C=CC[C@@H](C)[C@@H]2C(=O)N1Cc1ccccc1
 : 1 | 6
> CCn1ccnc1CN(C)Cc1nc(CCC(C)C)no1
 : 1 | -6
> CC(C)(C)OC(=O)NCCCC[C@H](NC(=O)c1nc[nH]c1C(=O)N[C@@H](CCCCNC(=O)OC(C)(C)C)C(=O)OC(C)(C)C)C(=O)OC(C)(C)C
 : 19 | -13
> COc1ccc(/C=N/NC(=O)c2sccc2OCc2ccc(F)cc2)cc1OC
 : -7 | -9
> Cc1ccc(N2C(=O)c3ccc(C(=O)NCCN4CCOCC4)cc3C2=O)cc1
 : -13 | -6
> COc1cc2c(cc1OC)C(c1ccc3c(c1)Cc1ccccc1-3)OC(=O)C2 (stereo not given)
 : 13 | -4
> Cc1ccc(C)c(Cn2c(=O)n(-c3ccc(CC(=O)NCc4ccco4)cc3)c(=O)c3sccc32)c1
 : 1 | -3
> Cc1ccc2nc(SCc3nnc(-c4ccccc4Br)o3)[nH]c2c1
 : 10 | -7
> CSc1nc(O)c(Nc2ccccc2)c(=O)[nH]1
 : 12 | 8
> COc1cccc(NC(=O)Nc2cc(C)on2)c1
 : -6 | -5
> COCCN(C(=O)c1csnn1)C(C(=O)NC1CCCCC1)c1cccs1 (stereo not given)
 : 22 | -11
> COc1ccc(C2CC(=O)c3c(C)nc(N4CCN(c5ccccc5)CC4)nc3C2)cc1 (stereo not given)
 : 29 | -8
> O=S(=O)(Nc1ccc(-n2cnnn2)cc1)c1ccccc1F
 : -1 | 5
> CCCCn1c(N)c(N(CCOC)C(=O)c2cc(-c3ccc(OC)c(OC)c3)nc3ccccc23)c(=O)[nH]c1=O
 : 5 | -4
> COc1cc(/C=C/C(=O)O)cc(OC)c1OC
 : 3 | -2
> CCN1C(=O)[C@@H]2[C@@H](c3ccc(-c4ccc(C(C)=O)cc4)cc3)N3CCC[C@@]3(C(=O)OC)[C@@H]2C1=O
 : -2 | -8
> COc1cc(CC(=O)N(CC(C)C)C2CCS(=O)(=O)C2)cc(OC)c1OC (stereo not given)
 : -10 | 10
> COCCNC(=O)C1(C)CCCN(CC(=O)c2ccc(OC)cc2)C1 (stereo not given)
 : -3 | 4
> Nc1nnnn1-c1cccc([N+](=O)[O-])c1
 : 1 | -2
> N#C/C(=C(/O)CSc1nnc(Cc2cccs2)n1C1CCCCC1)c1nc2ccccc2[nH]1
 : -17 | 4
> CCCS(=O)(=O)NC(=O)C1(C)CCN(C(=O)Cc2ccc3ccccc3c2)C1 (stereo not given)
 : 12 | -6
> NC(CS(=O)O)C(=O)O (stereo not given)
 : 6 | -6
> CC(C)NCc1cc(Br)ccc1OCc1ccccc1
 : -3 | 18
> Cc1cccc(NC(=O)c2nc[nH]c2C(=O)NCC(=O)OCc2ccccc2)c1
 : 13 | -1
> COc1ccc2c(=O)cc(C(=O)O)oc2c1
 : -3 | 4
> O=C(c1ccc(N2CCCC2=O)cc1)N1CCCCCC1
 : -22 | -1

Full records from above. Screens in order: TAG inh | TAG inh DAPI viability
C/C(=C\C(=O)c1ccc(C)cc1)NCc1ccc(F)cc1 in the list: -11 | -10
N#C/C(=C(/O)CSc1nnc(Cc2cccs2)n1C1CCCCC1)c1nc2ccccc2[nH]1 in the list: -17 | 4
COc1cc2c(cc1OC)C(c1ccc3c(c1)Cc1ccccc1-3)OC(=O)C2 (stereo not given) in the list: 13 | -4

More compounds
Results follow in this order: TAG inh | TAG inh DAPI viability
> COc1ccc(CCNc2nc(-c3ccco3)cc(C(F)(F)F)n2)cc1OC
 : -38 | 13
> Cc1ccc2c(c1)[C@@H]1[C@H](CO2)[C@H](c2ccccc2)[C@]2(C)C(=O)N[C@H](C)C(=O)N12
 : -1 | 5
> Cc1ccc(Sc2ncccc2COC(=O)Nc2c(C)cccc2C)cc1
 : 26 | -10
> COc1ccccc1NC(=O)/C=C/C(=O)O
 : 1 | 0
> Cc1nnc(SCC(=O)N(Cc2ccccc2)C(C)(C)C)[nH]c1=O
 : -2 | 4
> COC(=O)c1ccc(N2C(=O)C3CC=CC(C)C3C2=O)cc1 (stereo not given)
 : 7 | 1
> Cc1ccc(C(=O)NC(=S)Nc2ccc(NC(=O)c3cccc(Cl)c3)cc2)cc1
 : 8 | 4
> COCCCC1CCN(C(=O)C2CCC(=O)N(CCCc3ccccc3)C2)CC1 (stereo not given)
 : 3 | -2
> O=C(c1nc2ccccn2c1CN1CCC(Cc2ccccc2)CC1)N1CCCC1
 : 4 | 17
> COc1ccc(C(=O)NC(=S)NNC(=O)c2c(-c3ccccc3)noc2C)cc1OC
 : 3 | 2
> CCc1c(C)sc(NC(=O)c2ccc(Br)o2)c1C(=O)OC
 : 3 | 12
> Cc1ccc(S(=O)(=O)NCC(=O)N/N=C/c2ccccc2O)cc1
 : -17 | -14
> O=C(COn1nnc2ccc(S(=O)(=O)N3CCOCC3)cc21)NCCc1ccccc1
 : -4 | 7
> COC(C(=O)Nc1ccnn1C1CCN(Cc2ccccn2)CC1)c1ccccc1 (stereo not given)
 : 8 | -1
> CCN1/C(=C/c2sc(-c3ccccc3C)c[n+]2C)Sc2ccccc21
 : 3 | -1
> CCC(=O)N(c1nnc(SCC(=O)Nc2sccc2C(N)=O)s1)C1CC1
 : 0 | -5
> CCOc1ccc(C)cc1S(=O)(=O)n1cnc2ccccc21
 : 25 | -23
> COc1ccc(NC(=O)c2ccc(NC(=O)COC(=O)c3cnc(C)cn3)cc2)cc1
 : 20 | 1
> COc1ccccc1-c1cnc2c(c1)C(=O)N([C@@H](C)CO)C[C@@H](C)[C@H](CN(C)C(=O)c1cccnc1)O2
 : -1 | -8
> Cc1ccc(S(=O)(=O)NC(C(=O)OCC(=O)NC(=O)c2cccn2C)C(C)C)cc1 (stereo not given)
 : -10 | 41
> COC(=O)CCC(=O)Nc1cc(Cl)cc(Cl)c1
 : 10 | 3
> Cc1ccc(S(=O)(=O)N2CCN(Cc3cc4c(cc3Br)OCCO4)CC2)cc1
 : -23 | 12
> CCn1nnc(NC(=O)COc2ccc([N+](=O)[O-])cc2)n1
 : 5 | -2
> Cc1cc(C)n2nc(SCC(=O)c3ccc[nH]3)nc2n1
 : -10 | 4
> O=C(Nc1ccccc1C(=O)NCc1cccnc1)c1ccccc1F
 : 5 | 1
> COc1ccc(C(=O)N/N=C/c2c(CO)cnc(C)c2O)cc1
 : -4 | -4
> O=C(O)c1cc(NC(=O)c2ccc(Br)cc2)cc(NC(=O)c2ccc(Br)cc2)c1
 : 16 | 0
> CCOc1cccc2c1OC1(C)CC2NC(=O)N1c1cccc(F)c1 (stereo not given)
 : 7 | 4
> COc1ccc(NS(=O)(=O)c2ccc(OC)c(NC(=O)CCC3CCCC3)c2)cc1
 : -1 | 2
> CCN(CC)C(=O)Cn1cc(S(=O)(=O)CC(=O)N2CCCCCC2)c2ccccc21
 : -11 | 0

A few values from the results shown.
Entry of COc1cc(C2C(C#N)=C(N)OC3=C2C(=O)CC(C)(C)C3)cc([N+](=O)[O-])c1O (stereo not given) under TAG inh DAPI viability: -15
Entry of COc1ccc(NS(=O)(=O)c2ccc(OC)c(NC(=O)CCC3CCCC3)c2)cc1 under TAG inh DAPI viability: 2
Entry of Cc1cccc(NC(=O)c2nc[nH]c2C(=O)NCC(=O)OCc2ccccc2)c1 under TAG inh: 13
Entry of Cc1ccc(Sc2ncccc2COC(=O)Nc2c(C)cccc2C)cc1 under TAG inh DAPI viability: -10

The results go on:
Results follow in this order: TAG inh | TAG inh DAPI viability
> N#C/C(=C\c1ccccc1[N+](=O)[O-])C(=O)Nc1ccc(S(N)(=O)=O)cc1
 : -1 | 8
> CC(C)CC1NC(=O)N(CC(=O)c2ccc3c(c2)OCCO3)C1=O (stereo not given)
 : -2 | -1
> O=S1(=O)CCN(Cc2csc(-c3cccs3)n2)CC1
 : 3 | -1
> CCc1ccc(NC(=O)C(C)OC(=O)C2CCN(c3ccc(C(F)(F)F)cn3)CC2)cc1 (stereo not given)
 : 4 | -7
> CN(C(=O)COC(=O)C1CCN(S(=O)(=O)c2cccs2)CC1)c1ccccc1
 : -2 | 5
> CCOC(Cn1c(CCCO)nc2ccccc21)OCC
 : -11 | 4
> O=C(CCCc1c[nH]c2ccccc12)Nc1ncccc1O
 : 15 | -4
> FC(F)(F)c1cnc(NNC(=S)Nc2ccc(Cl)cc2)c(Cl)c1
 : -6 | 12
> Cc1ccc(S(=O)(=O)NCCCNS(=O)(=O)c2ccccc2)cc1
 : -10 | -4
> COc1cccc(-c2cc(C(=O)N3N=C(C)CC3(O)C(F)F)c3ccccc3n2)c1 (stereo not given)
 : -5 | 10
> CCN(CC)c1ccc(NC(=O)CN2C(=O)CC(C)(C)S(=O)(=O)c3ccccc32)c(C)c1
 : -1 | 1
> O=C(c1ccc2c(c1)OCO2)C1CCCN(Cc2ccc3cccc(F)c3n2)C1 (stereo not given)
 : -6 | 18
> Cc1ccc2c(c1C)NC(=O)C21N2CCCC2C(C(=O)c2ccc3ccccc3c2)C12C(=O)Nc1ccccc12 (stereo not given)
 : 14 | -3
> CCOC(=O)/C(C#N)=C\c1ccco1
 : -11 | 8
> Cc1cc(=O)[nH]c(SCC(=O)NC2CCCc3ccccc32)n1 (stereo not given)
 : 2 | -5
> C[C@H]1CN([C@@H](C)CO)C(=O)c2cccc(NC(=O)C3CC3)c2O[C@H]1CN(C)Cc1ccc(C(F)(F)F)cc1
 : 24 | -5
> CCN(CC)c1ccc(C(=O)Nc2ccccc2)cc1[N+](=O)[O-]
 : 5 | -6
> Cc1ccc(CSc2nnc(-c3cccc4ccccc34)o2)cc1
 : -16 | 1
> O=C(Cn1nnc(-c2ccccc2NC(=O)c2ccccc2F)n1)NCc1ccco1
 : -1 | 14
> O=C(CCc1ccccc1)NCC(c1ccco1)N1CCc2ccccc21 (stereo not given)
 : 25 | -10
> Cc1nc(Nc2ccc3c(c2)OCCO3)c2c(C)c(C)sc2n1
 : 9 | 4
> Cc1nn(CC#N)c(=O)n1N(C)c1ncc(C(F)(F)F)cc1Cl
 : -1 | -6
> COc1ccc(C2=NOC(Cn3nc(-c4ccccc4)cc3C(=O)NCc3ccc(C)cc3)C2)cc1 (stereo not given)
 : 5 | -6
> O=C(Cn1[nH]c(=O)c2ccccc2c1=O)N1CC=C(c2ccccc2)CC1
 : 12 | -6
> Cc1cccc(N(C(=O)CCC(=O)Nc2ccccn2)C(C(=O)NC(C)C)c2ccc(O)cc2)c1 (stereo not given)
 : -5 | -13
